Screening data (PubChem BioAssay)
N370S GC mod – N370S glucocerebrosidase modulation, Gaucher chaperone candidate; Potency, µM (highest dose often 59.4 µM), for inactives: top-dose activity change, negative = inhibition, actives largely listed as inhibitors; N370S GC spleen homogenate, 4MU-glucoside fluorescence; 330,000 tested, 0.092% active;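 also: 0% = full enzyme activity and -100% = no enzyme basal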
TDP1 inh – TDP1 (human) enzyme inhibition; recombinant TDP1, AlphaScreen DNA substrate cleavage; Potency, µM (doses to about 130 µM), without a hit: at the highest dose activity change, negative = inhibition, most hits filed as inhibitors; 350,000 tested, 0.28% active; AID 485290; also: nearly all actives have a fitted effect of over 40% in size
Target sequence (Q9NUW8 whole entry, looked up): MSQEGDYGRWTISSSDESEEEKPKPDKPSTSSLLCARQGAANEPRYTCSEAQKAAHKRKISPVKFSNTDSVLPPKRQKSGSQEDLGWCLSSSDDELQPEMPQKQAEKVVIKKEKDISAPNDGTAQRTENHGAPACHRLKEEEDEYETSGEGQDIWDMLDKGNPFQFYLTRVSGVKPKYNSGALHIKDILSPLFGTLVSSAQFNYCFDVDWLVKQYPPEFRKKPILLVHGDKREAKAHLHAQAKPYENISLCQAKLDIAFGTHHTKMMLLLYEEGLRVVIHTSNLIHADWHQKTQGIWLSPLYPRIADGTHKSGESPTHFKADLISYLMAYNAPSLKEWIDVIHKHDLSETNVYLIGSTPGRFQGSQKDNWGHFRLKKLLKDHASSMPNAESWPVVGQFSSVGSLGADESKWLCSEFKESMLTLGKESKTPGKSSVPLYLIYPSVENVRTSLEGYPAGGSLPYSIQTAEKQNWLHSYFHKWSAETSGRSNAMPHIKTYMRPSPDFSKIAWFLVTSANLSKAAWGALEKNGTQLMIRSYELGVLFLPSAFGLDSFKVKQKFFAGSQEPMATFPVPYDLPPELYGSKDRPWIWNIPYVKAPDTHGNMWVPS
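AlphaScreen read-out: signal falls as enzyme removes the 3' tyrosine-FITC from a 5'-biotinylated DNA oligo (15 nM, 5 min, RT). Enzyme was E. coli-made recombinant Tdp1 at 1 nM, exposed to compound for 15 min beforehand; beads 10 ug/ml, 10 min.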
FEN1 inhibitor – human FEN1 inhibition; Potency, µM (series often up to 114 µM), for the others: at the top dose activity change, negative = inhibition, most hits filed as inhibitors; AID 588795; 390,000 tested, 0.35% active; P39748; Recombinant FEN1 flap cleavage, fluorescence, 15 min; also: nearly all actives have a fitted effect of over 65% in size
Target sequence (P39748 whole entry, looked up): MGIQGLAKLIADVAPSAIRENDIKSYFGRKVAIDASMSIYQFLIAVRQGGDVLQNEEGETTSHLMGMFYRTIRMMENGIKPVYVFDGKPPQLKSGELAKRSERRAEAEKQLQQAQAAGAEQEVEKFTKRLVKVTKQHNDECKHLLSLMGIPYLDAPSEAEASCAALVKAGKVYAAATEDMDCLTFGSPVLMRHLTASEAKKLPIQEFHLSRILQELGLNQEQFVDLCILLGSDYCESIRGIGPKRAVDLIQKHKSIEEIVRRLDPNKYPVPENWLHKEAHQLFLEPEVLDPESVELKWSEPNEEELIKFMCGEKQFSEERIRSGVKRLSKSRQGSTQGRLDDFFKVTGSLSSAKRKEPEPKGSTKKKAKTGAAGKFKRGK
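Recombinant FEN1 (10 nM) was preincubated with pin-transferred compounds for 15 min at room temperature, then flap DNA substrate (50 nM final) was added. Plates were read at 0 and 15 min, and normalized concentration–response data were fitted to a four-parameter Hill equation.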
An asterisk follows results filed as active; u = inconclusive; x = no result given; & = joins results of further samples; [ ] = dose if it differs, or a comment. Calls follow the shape of the dose curve; as a rule, active = well fitted curve in the direction sought with a large enough effect; inconclusive = small, poorly fitted or top-dose-only effect, or another doubt; inactive = no such curve, though single readings can be large; an effect the other way counts as inactive or inconclusive. Unless noted, % is scaled to controls: 0 for no effect and ±100 for the full control effect; potency is read from the fitted curve at half-maximal effect.

SMILES | N370S GC mod | TDP1 inh | FEN1 inhibitor
Cc1nc(SCC(=O)Nc2ccccc2C)cc(-c2ccccc2)n1 | x | 5% | -7%
O=C(NNS(=O)(=O)c1ccc(Cl)cc1)c1sccc1-n1cccc1 | 17% | 10% | 10%
CC(C)[C@H](NC(=O)c1ccccc1F)C(=O)NC1CCCCC1 | x | 0% | 4%
Cc1cccc(-c2noc(CN(C)C(=O)c3ccco3)n2)c1 | -4% | x | -1%
COc1ccc(/C=N/NC(=O)c2ccc(NS(=O)(=O)c3cccs3)cc2)cc1 | x | 1%[56.1 µM] | 2%
Cc1ccc(N2N=C(c3ccc(F)cc3)CC2c2ccco2)cc1 (stereo unspecified) | u | x | 2%
CCOC(=O)c1ccc(-c2c(C)cc3oc(=O)cc(-c4ccccc4)c3c2C)cc1 | 1% | 2%[56.1 µM] | 6%
COc1ccccc1C(CNC(=O)c1ccc(NS(=O)(=O)c2ccc(F)c(C)c2)cc1)N(C)C (stereo unspecified) | 0% | 5% | 4%
CCOC(=O)Cn1cnc2sc3c(c2c1=O)CCC3 | 2% | -5% | -4%
Cc1ccc(CCNS(=O)(=O)c2ccc3c(c2)N(C)CCO3)cc1 | -22% | 8% | 3%
CCCCn1nc2cc(C(=O)NCC3CC3)ccc2c1OCC | 11% | -1% | 34%
CC(=O)c1ccc(NC(=O)N2C3CCC2CC(O)(c2cccnc2)C3)cc1 (stereo unspecified) | -4% | 3% | -9%
CC(=O)Nc1ccc(NC(=O)CSc2nc(=O)n3cccc(C)c3n2)cc1 | -5% | x | -3%
CC(C)CSc1nnc2[nH]c(=O)cc(N)n12 | 6% | 0% | -2%
Cc1cccc(C(C)C)c1NC(=O)CSc1nncn1C | -7% | 8% | 9%
Cc1cc(C)c(S(=O)(=O)/N=C2\C=C(Nc3ccc(C(=O)O)cc3)C(=O)c3ccccc32)c(C)c1 | -8% | 7% | u
Cc1nc2c(C)cccc2cc1C(=O)N/N=C/c1ccc(O)cc1 | -23% | 4% | -11%
O=c1oc2c(CN3CCOCC3)c(O)c(Cl)cc2c2c1CCCC2 | u | 4% | -4%
O=C(N/N=C/c1cn(-c2ccccc2)nc1-c1cccs1)c1ccccc1F | -11% | 3% | -15%
Cc1cccc(C2c3[nH]c4ccccc4c3CCN2C(=O)c2ocnc2C)n1 (stereo unspecified) | -11% | -11% | 3%
Cc1cc(C(=O)NNc2ccc(F)cc2F)no1 | -3% | x | -2%
O=[N+]([O-])c1ccc2nccn2c1 | -3% | -4% | 0%
C=CCn1c(SCc2csc(-c3ccc(Cl)cc3)n2)nnc1-c1ccccc1OC | 6% | 3% | -11%
CC1c2cc3c(cc2CCN1CC(=O)Nc1ccc(S(=O)(=O)N2CCCC2)cc1)OCCCO3 (stereo unspecified) | -2% | 4% | -16%
Cc1ccc(-c2csc3nc4cc(C(N)=O)ccc4c(=O)n23)cc1 | 6% | x | -21%
Cc1c(C(=O)OCC2CCCCC2)[nH]c2c1C(=O)CC(c1ccc(Cl)cc1)C2 (stereo unspecified) | x | 0% | 19%
Cc1cc(NS(=O)(=O)c2ccc(NC(=O)Cc3ccc([N+](=O)[O-])cc3)cc2)nc(C)n1 | x | 0% | -5%
COc1ccc(/C=C2\Sc3ccc(C(=O)NC4CC4)cc3N(C)C2=O)cc1OC | -26% | 7% | u
CCOC(=O)c1sc(SC)c2c1CCCC2=O | 2% | 3% | 28%
COc1ccc(S(=O)(=O)N(C)C)cc1NC(=O)c1ccc2c(c1)OCCO2 | x | 2% | 3%
Cc1ccc(Cl)cc1Nc1nn2c(=O)c3ccc(C(=O)NC(C)c4ccccc4)cc3nc2s1 (stereo unspecified) | x | 3% | -8%
CCOc1cc(C2NC(=O)c3c(sc4c3CCN(C)C4)N2)ccc1OC(=O)c1ccc(Br)cc1 (stereo unspecified) | x | 0%[12.3 µM] | -14%
O=C(CO/N=C/c1ccccc1OC(F)F)NCc1ccco1 | 1% | 4% | -3%
COc1ccc(C(=O)CCC(C)(C)[N+](=O)[O-])cc1OC | 0% | 0% | 12%
O=C1CC(/C=C/c2ccc([N+](=O)[O-])cc2)=Nc2ccccc2N1 | -22% | 7% | -4%
COC(=O)C[C@H](NC(=O)Cn1cnc(C(=O)Nc2ccc(C)c(C)c2)n1)C(=O)OC | x | 0%[56.1 µM] | -8%
NC(=S)N/N=C/c1cc([N+](=O)[O-])ccc1Cl | 0% | -3% | -9%
O=[N+]([O-])c1ccc(OCn2cncn2)cc1 | -4% | 5% | -1%
Cc1cccc(C(=O)Nc2ccccc2-c2nc(-c3ccccc3)no2)c1 | x | 0% | -1%
Cc1cccc(NC(=O)c2c(C)nn(-c3ccccc3)c2Cl)c1 | 7% | -4% | -7%
CC(C)CNS(=O)(=O)c1ccc(N2CCCCS2(=O)=O)cc1 | x | -1% | -3%
Cc1cc(NC(=O)COn2nnc3ccc(S(C)(=O)=O)cc32)ccc1Br | -2% | 1% | 5%
Cc1cc(F)ccc1S(=O)(=O)N(C(=O)c1ccncc1)c1ccc(OC(=O)c2ccncc2)cc1 | -19% | 0% | -2%
Cc1ccc(NC(=O)c2ccc(S(=O)(=O)N3CCCCC3)cc2)cc1 | -3% | 4% | -3%
COc1cc(C(=O)N2CCN(Cc3ccccc3C(F)(F)F)CC2)cc(OC)c1OC | 9% | -4% | -4%
O=C(N/N=C/CCc1ccccc1)C1CCCCC1 | -15% | 5% | -1%
CC(=O)c1cccc(NC(=O)NC(C)C2CCCO2)c1 (stereo unspecified) | 26% | -3% | -14%
Cc1cccc(NC(=O)C(=O)c2cc(C)n(-c3ccccc3)c2C)c1C | x | 11% | 13%
COc1ccc(N(C)C(=O)C2CCN(S(=O)(=O)c3cc(Br)cc4c3N(C(C)=O)CC4)CC2)cc1 | x | 2% | -3%
CN(CCCNC(=O)c1cccn2c(=O)c3ccccc3nc12)Cc1ccccc1 | -6% | 4% | u
CC(=O)Nc1ccc(S(=O)(=O)Nc2ccccc2N2CCOCC2)cc1 | x | 0% | 11%
COc1ccc(C)cc1NC(=O)C(Sc1nnc(-c2ccncc2)n1-c1ccc(Cl)cc1)c1ccccc1 (stereo unspecified) | 2% | 0% | -10%
Cc1ccc(NC(=O)[C@H](NC(=O)[C@@H]2Cc3ccccc3CN2)c2ccccc2)c(C)c1 | -29% | 2% | 10%
CCOC(=O)N1CCN(S(=O)(=O)c2ccc(C(=O)N(CCCN(C)C)c3nc4c(F)cc(F)cc4s3)cc2)CC1 | -10% | 1% | -10%
COc1cccc(NC(=O)c2ccc(S(=O)(=O)N(C)C)cc2)c1 | 4% | 5% | -6%
COc1ccc(Cn2c(-c3ccc(Br)cc3)c[n+]3ccccc23)cc1 | -4% | 0% | 13%
CCOC(=O)Cc1csc(NS(=O)(=O)c2ccc(OC)cc2)n1 | 0% | -5% | 3%
O=C1C[C@@H](O)[C@@H](O)[C@H]2[C@@H]3C(=O)N(c4cccc(Oc5ccccc5)c4)C(=O)[C@@H]3CC[C@H]12 | 5%&-12%[12.8 µM] | 4%&3%[21 µM] | x
Cc1cc(C)cc(NC(=O)N2CCC(CN3CCOCC3)CC2)c1 | x | -6% | -8%
C[C@H]1CN([C@@H](C)CO)C(=O)Cc2cc(NC(=O)CCC(F)(F)F)ccc2O[C@H]1CN(C)Cc1ccc(-c2ccccc2)cc1 | x | 5% | -27%

Going on with the list:
SMILES | N370S GC mod | TDP1 inh | FEN1 inhibitor
O=C(CSc1ccc2nnc(-c3cccc(F)c3)n2n1)NCc1ccco1 | 9% | x | -9%
CCc1ccc(C(=O)c2cn(CC(=O)NC3CCCCC3)c3nc(C)ccc3c2=O)cc1 | x | -5% | -2%
Cc1ccc2c(=O)cc(CSc3ccccc3)[nH]c2c1C | x | -5% | -17%
CC(Oc1ccc(F)cc1)C(=O)/C=C\N(C)C (stereo unspecified) | -2% | -7% | -6%
O=C(O)C1C2CCC(O2)C1C(=O)NCc1ccncc1 (stereo unspecified) | 6% | 8% | -6%
CCOc1ccc2nc(N(Cc3cccnc3)C(=O)c3ccc4c(c3)OCCO4)sc2c1 | x | 8% | -7%
COc1ccc(CCNC(=O)CCc2ccccc2O)cc1OC | 2% | 2% | 5%
CC(C)N1CCC(N2CCN(Cc3cccc4nonc34)CC2CCO)CC1 (stereo unspecified) | -1% | -2% | 8%
C=CCOc1cccc(/C=N/NC(=O)CN2CCCCC2)c1 | -4% | x | 18%
COc1ccc(NC(=O)NC2CC3CCCC(C2)N3Cc2ccccc2)cc1 (stereo unspecified) | 2% | 4% | -6%
Cc1ccc(C(c2nnnn2CC2CCCO2)N2CCN(Cc3ccccc3)CC2)cc1 (stereo unspecified) | -10% | 3% | 4%
CC(NC(=O)NC1CCCCC1)c1ccc2c(c1)OCO2 (stereo unspecified) | 6% | -4% | -14%
CC(=O)Nc1ccc(S(=O)(=O)N2CCN=C2SCc2cccc(C)c2)cc1 | -17% | 3%[56.1 µM] | -2%
O=C1c2cccc3c([N+](=O)[O-])c(O)cc(c23)C(=O)N1Nc1ccccc1 | 11% | -1% | u
CC(C)(C)n1nnnc1C(c1ccncc1)N1CCN(C2CCCCC2)CC1 (stereo unspecified) | 3% | 3% | 2%

Entries from the list above with an NH in an aromatic ring:
SMILES | N370S GC mod | TDP1 inh | FEN1 inhibitor
CC(C)CSc1nnc2[nH]c(=O)cc(N)n12 | 6% | 0% | -2%
Cc1cccc(C2c3[nH]c4ccccc4c3CCN2C(=O)c2ocnc2C)n1 (stereo unspecified) | -11% | -11% | 3%
Cc1c(C(=O)OCC2CCCCC2)[nH]c2c1C(=O)CC(c1ccc(Cl)cc1)C2 (stereo unspecified) | x | 0% | 19%
Cc1ccc2c(=O)cc(CSc3ccccc3)[nH]c2c1C | x | -5% | -17%

Structural class: those above with bromine
SMILES | N370S GC mod | TDP1 inh | FEN1 inhibitor
CCOc1cc(C2NC(=O)c3c(sc4c3CCN(C)C4)N2)ccc1OC(=O)c1ccc(Br)cc1 (stereo unspecified) | x | 0%[12.3 µM] | -14%
Cc1cc(NC(=O)COn2nnc3ccc(S(C)(=O)=O)cc32)ccc1Br | -2% | 1% | 5%
COc1ccc(N(C)C(=O)C2CCN(S(=O)(=O)c3cc(Br)cc4c3N(C(C)=O)CC4)CC2)cc1 | x | 2% | -3%
COc1ccc(Cn2c(-c3ccc(Br)cc3)c[n+]3ccccc23)cc1 | -4% | 0% | 13%

Entries of single compounds, looked up by structure:
Results for Cc1cc(C)c(S(=O)(=O)/N=C2\C=C(Nc3ccc(C(=O)O)cc3)C(=O)c3ccccc32)c(C)c1 : N370S GC mod = -8%; TDP1 inh = 7%; FEN1 inhibitor = u
Results for O=[N+]([O-])c1ccc2nccn2c1 : N370S GC mod = -3%; TDP1 inh = -4%; FEN1 inhibitor = 0%

Later entries:
SMILES | N370S GC mod | TDP1 inh | FEN1 inhibitor
O=c1c2[nH]c3ccccc3c2ncn1CCCn1ccnc1 | 1% | 1% | 18%
CC(NC(=O)C1CCC(=O)N1Cc1ccc(F)cc1)c1ccc2c(c1)OCCO2 (stereo unspecified) | -9% | 2% | 1%
Cc1ccc(S(=O)(=O)c2c(C)c(C)c(C)[nH]c2=O)cc1 | -4% | x | 19%
COc1cccc(-c2nnc3sc(-c4ccc(C)cc4)nn23)c1 | -16% | -4% | x
O=C(N/N=C/c1ccccc1F)c1cc2c(ccc3ccccc32)o1 | 3% | 8.9µM* | 8%
CCNc1nc(SCC(=O)OC)nc(N2CCOCC2)n1 | 1% | 0% | -7%
C[C@@H]1CN([C@@H](C)CO)C(=O)c2cccc(NC(=O)C3CCCCC3)c2O[C@@H]1CN(C)C(=O)NC1CCCCC1 | x | 1% | 5%
COc1cccc(N2CC(O)=C(c3ccccc3)C2=N)c1 | 0% | -1% | 1%
COc1ccc(Cl)cc1NC(=O)CSc1ccc2nnc(CCNS(=O)(=O)c3ccccc3)n2n1 | x | 8% | 8%
CN(Cc1nc2ccccc2c(=O)[nH]1)C(=O)c1ccc(NC(=O)CSc2nnnn2C)cc1 | x | 0% | -2%
Nc1nc(-c2ccccc2)cs1 | u | 13%&-3% | 9%
CCC(Oc1ccccc1)C(=O)Nc1ccc(OCc2cc(=O)n3ccccc3n2)cc1 (stereo unspecified) | x | 0% | -10%
Nc1ccc(C(=O)c2cccs2)cn1 | 8% | 0% | 18%
Nc1c2c(nc3ccccc13)N(c1ccccc1)CC2 | 11% | 3% | -9%
Cc1ccc(NC(=O)/C=C\C(=O)NCC(=O)O)cc1C | 5% | 3% | 1%
Cc1ccc(CNC(=O)COc2ccc(C)nc2[N+](=O)[O-])cc1 | -10% | 2% | 3%
COC(=O)Cn1cnc2scc(-c3ccc(C)cc3)c2c1=O | -1% | x | -5%
Cn1cnnc1SCC(=O)c1cccc([N+](=O)[O-])c1 | 4% | -3% | -3%
COc1ccc(CN2CCNC(=O)C2CC(=O)NCCCC2CCCC2)c(C)c1C (stereo unspecified) | -3% | 5% | 2%
CC(OC(=O)c1ccc(Cl)nc1)C(=O)NCc1ccc2c(c1)OCO2 (stereo unspecified) | -1% | 2%[0.505 µM] | 9%
C=C(C)CN(CC)C(=O)c1ccc(OC2CCN(S(=O)(=O)N(C)C)CC2)cc1 | 11% | 6% | -18%
COC(=O)/C=C1\NCCSC1=O | 3% | 5% | -20%
O=C(OC(C(=O)c1c[nH]c2ccccc12)c1ccccc1)c1cnccn1 (stereo unspecified) | -7% | 6% | 1%
